HCT116 survival – survival after telomere uncapping, modulators, primary screen, cell-based (AID 1259312) | actives 4.5% (n = 4,500) | HCT116 + Ad-hTR-mut, survival, MTT, 5 d; active compounds read high | fold change at 10 µM;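 active = cell survival measured by absorbance rises more than 2.5-fold over infected cells without compound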;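 note: virus expresses mutant telomerase RNA that uncaps telomeres and kills cells; compound added 2 days after infection so exposure lasts 3 days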
Numbers without * were called inactive.

SMILES	HCT116 survival
CN1CCN(c2ccc([N+](=O)[O-])cc2Cl)CC1	-1
CN1CCC2(CC1)C(C#N)=C(S)NC(=O)C2C#N (stereo unspecified)	1.7
Cc1cc(C(=O)CCl)c(C)s1	-1.7
CC1CC[C@@]2(NC1)O[C@H]1C[C@H]3[C@@H]4CC=C5C[C@@H](O)CC[C@]5(C)[C@H]4CC[C@]3(C)[C@H]1[C@@H]2C (stereo partly specified)	1.1
Nc1c([N+](=O)[O-])cc(Cl)cc1[N+](=O)[O-]	1.1
CC(=O)OC1CCC2(C)C3CCC4(C)C(CC[C@]4(OC(C)=O)C(C)OC(C)=O)C3CC[C@H]2C1 (stereo partly specified)	3.3*
Cc1nccc2c1[nH]c1ccccc12	-1.5
O=C1NC(=O)C(=O)C(O)(O)N1	-1.3
Cc1ccc(C=C2C(=O)NC(=O)NC2=O)s1	-1.2
COc1cc2c(c(OC)c1OC)-c1ccc(O)c(=O)cc1[C@@H](NC(C)=O)CC2	-1.7
CNC(=O)N(C)c1nnc(C(C)(C)C)s1	-1.3
COC(=O)Nc1nc2ccccc2[nH]1	-8.7
CC[C@H]1C2C[C@H]3[C@@H]4N(C)c5ccccc5[C@]45C[C@@H](C2[C@H]5O)N3[C@@H]1O (stereo partly specified)	-6.5
O=[N+]([O-])c1ccc(N2CCNCC2)c2cccnc12	-1.3
CCNC1(c2cccs2)CCCCC1	-1.2
C[C@]12CC[C@H](O)CC1=CC[C@@H]1[C@@H]2CC[C@]2(C)C(=O)CC[C@@H]12	-1.4
COc1ccc2c(c1O)-c1c(OC)c(OC)cc3c1[C@H](C2)N(C)CC3	-3.2
O=C1CCN[C@@H]2CCCC[C@@H]12	-1.3

Given field by field: part of the list above
O=[N+]([O-])c1ccc(N2CCNCC2)c2cccnc12
  HCT116 survival: -1.3
CCNC1(c2cccs2)CCCCC1
  HCT116 survival: -1.2
C[C@]12CC[C@H](O)CC1=CC[C@@H]1[C@@H]2CC[C@]2(C)C(=O)CC[C@@H]12
  HCT116 survival: -1.4
COc1ccc2c(c1O)-c1c(OC)c(OC)cc3c1[C@H](C2)N(C)CC3
  HCT116 survival: -3.2

In the list so far, these contain an NH in an aromatic ring:
SMILES	HCT116 survival
Cc1nccc2c1[nH]c1ccccc12	-1.5
COC(=O)Nc1nc2ccccc2[nH]1	-8.7

Source: PubChem (University of Glasgow)

An excerpt; rates above refer to the full screens.
